Screening results deposited in PubChem by several laboratories.
TNAP act hi DEA: TNAP (human) activation, high acceptor; P05186; purified TNAP, CDP-star luminescence, 1 M DEA, 30 min; active compounds read high; 0 = EDTA background, 1 = DMSO-only activity; activation factor at 20 µM; 200,000 tested, under 10 active; AID 1136;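 active = activation factor at least 2 at 20 µM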
Target sequence (P05186 whole entry, looked up): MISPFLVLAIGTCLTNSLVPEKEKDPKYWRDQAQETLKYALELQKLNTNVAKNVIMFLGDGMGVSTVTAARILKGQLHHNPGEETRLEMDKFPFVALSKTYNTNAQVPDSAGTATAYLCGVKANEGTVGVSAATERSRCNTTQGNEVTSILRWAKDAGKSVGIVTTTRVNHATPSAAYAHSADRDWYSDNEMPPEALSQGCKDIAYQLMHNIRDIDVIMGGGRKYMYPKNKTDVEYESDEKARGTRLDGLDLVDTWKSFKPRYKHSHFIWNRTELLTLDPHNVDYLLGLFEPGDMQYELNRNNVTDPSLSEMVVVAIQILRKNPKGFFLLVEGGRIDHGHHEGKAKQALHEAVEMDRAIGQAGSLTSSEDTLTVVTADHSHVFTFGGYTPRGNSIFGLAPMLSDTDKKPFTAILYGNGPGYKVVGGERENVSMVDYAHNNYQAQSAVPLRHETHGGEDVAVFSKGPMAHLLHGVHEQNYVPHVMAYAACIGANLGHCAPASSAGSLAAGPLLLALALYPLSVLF
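Dosing: 20 µM single point. System: human TNAP. Amount: TNAP 1/800 final. Incubation: 30 min, room temperature. Read-out: TNAP activation factor scaled between EDTA and DMSO control wells. Signal: luminescence from CDP-star hydrolysis. Medium: 1 M DEA, pH 9.8, Mg2+, Zn2+. Control set: EDTA negative control, DMSO positive control.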
APP 5'UTR act: activates APP 5'UTR luciferase reporter | SH-SY5Y APP 5'UTR luciferase reporter, luminescence; zero percent = DMSO vehicle wells | activation, % at 2 µM | actives 1% (n = 190,000);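 active = activation above a set limit, based on mean plus 3 SD of controls, cut at about 140% in these data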; note: values of inactives mirror those of a sister screen read the other way
TNAP inh hi DEA: blocks human TNAP under high phosphate acceptor concentration | P05186 | purified TNAP, CDP-star luminescence, 1 M DEA | inhibition, % at 20 µM | actives 0.03% (n = 200,000) | AID 1135;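 active = over 50% inhibition of tissue-nonspecific alkaline phosphatase at 20 µM in the single-dose screen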;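 note: plate controls were DMSO wells for no effect and EDTA-quenched wells as full inhibition for full effect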
PMI act: increases human mannose-6-phosphate isomerase activity; P34949; purified human PMI, coupled resazurin fluorescence, 20 min; active compounds read high; 1 = vehicle control, 0 substrate-free wells; activation factor at 20 µM; actives 0.005% (n = 190,000); AID 1214;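 active = activation factor of 2 or more at 20 µM, relative to plate controls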
Target sequence (P34949 whole entry, looked up): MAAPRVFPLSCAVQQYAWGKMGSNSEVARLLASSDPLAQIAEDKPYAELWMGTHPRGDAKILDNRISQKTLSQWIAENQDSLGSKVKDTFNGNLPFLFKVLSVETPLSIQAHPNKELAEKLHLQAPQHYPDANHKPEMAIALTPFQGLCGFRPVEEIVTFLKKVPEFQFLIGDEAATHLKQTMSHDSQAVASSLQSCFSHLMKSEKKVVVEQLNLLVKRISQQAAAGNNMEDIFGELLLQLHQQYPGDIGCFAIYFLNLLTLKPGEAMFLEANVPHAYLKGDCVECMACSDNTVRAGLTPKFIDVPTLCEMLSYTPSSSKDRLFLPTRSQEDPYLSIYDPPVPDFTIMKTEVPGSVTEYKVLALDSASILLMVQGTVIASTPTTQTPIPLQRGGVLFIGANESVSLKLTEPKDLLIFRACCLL
FLuc inh counter: inhibits firefly luciferase, flagging false hits in luciferase inhibition screens; ATPLite firefly luciferase biochemical luminescence, 10 min; P08659; inhibition, % at 10 µM; actives 1.5% (n = 200,000);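 active = inhibition above about 50% when tested at 10 µM, limit read from the data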
FLuc act counter: firefly luciferase counter-screen for stimulation assays | P08659 | ATPlite luciferase biochemical, luminescence, 10 min; 0 = ATP-free wells, 1 = DMSO control | activation factor at 10 µM | 200,000 tested, under 10 active;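 active = luciferase activation factor, scaled between plate controls, of at least 2 with compound at 10 µM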
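System: luciferase plus luciferin reagent, cell-free; medium: PBS as buffer for the ATP substrate; dosing: test compounds dosed from 2 mM stocks in 100% DMSO; timing: 10 min post-reagent at room temperature; measured by: luminescence measurement of luciferase light output; evaluation: luciferase activation, seen as luminescence increase over controls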
TNAP inh noacc: TNAP (human) inhibition, acceptor-free conditions | purified TNAP, CDP-star luminescence, 30 min | P05186 | inhibition, % at 20 µM | actives 0.26% (n = 200,000);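 active = tissue-nonspecific alkaline phosphatase inhibition above about 50% at 20 µM in the single-dose screen, limit read from the data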;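 note: 0% = DMSO negative control and 100% = EDTA positive control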
NF-kB expr up: raises NF-kB expression in human neuronal cells; NF-kB reporter expression; active compounds read high; AID 1239; actives 1.6% (n = 190,000); fold change at 12.5 µM; in the data active = fold change above about 3.3
bIAP activator: increases bovine intestinal alkaline phosphatase activity; purified bovine IAP, CDP-star luminescence, 30 min; active compounds read high; fold of DMSO-control signal, blank-subtracted; activation factor at 20 µM; actives 0.17% (n = 200,000);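 active = activation factor of 2 or more at 20 µM, a signal rise over negative controls twice the positive control's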
PMI act satM6P: activators of human phosphomannose isomerase at near-saturating mannose 6-phosphate; P34949; coupled PMI enzyme assay, resazurin fluorescence, 20 min; active compounds read high; 1 = untreated enzyme, 0 = substrate-free blank; activation factor at 20 µM; actives 0.34% (n = 190,000);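 active = activation factor of 2 or more at 20 µM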
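assay system = human phosphomannose isomerase with PGI, G6PDH, diaphorase coupling enzymes | quantity = 15 ng/mL PMI | incubation = enzyme reaction with compound 20 min at room temperature | medium = HEPES pH 7.4 buffer with MgCl2 and Tween-20 | compound dosing = one concentration, 20 µM, in 1% DMSO | measured by = Diaphorase-driven resazurin-to-resorufin fluorescence, excitation 544, emission 590 nm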
* marks the source's active call; other numbers are inactive results; . = not tested or not shown.

mol	TNAP act hi DEA	APP 5'UTR act	TNAP inh hi DEA	PMI act	FLuc inh counter	FLuc act counter	TNAP inh noacc	NF-kB expr up	bIAP activator	PMI act satM6P
Cc1ccccc1C(=O)O/N=C(\c1ccccc1)c1ccccn1	1	9	0	0.8	20	0.8	-8	1	1.2	0.9
CCOC(=O)C1CCN(c2ncnc3c2oc2ccc(Cl)cc23)CC1	1.1	-5	-6	0.9	-9	1.1	-6	0.97	1	0.8
Cc1c(CCO)c(=O)n(-c2ccccc2)n1S(=O)(=O)c1ccc(Cl)cc1	1	-14	1	1.2	-5	1.1	-5	1	1	1.4
COCCNC(=O)/C(C#N)=C/c1ccc(OCC(=O)NC2CCCCC2)cc1	1.1	3	-6	1	-5	1	-14	1.5	1	1
CCOC(=O)CCc1c(C)c2ccc(OCc3nn[nH]n3)c(C)c2oc1=O	1.1	-1	-8	1.1	15	0.8	2	1.2	1	1.2
O=C(COC(=O)CSc1cccc2cccc(Cl)c12)Nc1ncc(C(F)(F)F)cc1Cl	1	-4	4	0.9	2	1	5	1.2	1.2	0.7
O=C(CNC(=O)c1ccco1)NCC(=O)OCc1ccccc1Br	1.1	6	-7	1	3	1	-10	1.2	0.9	1.1
OC1CNCc2cc3c(cc21)OCCO3 (stereo not given)	1	-6	2	0.9	-3	1	-7	1.2	0.9	0.9
COc1ccc(-n2nc([N+](=O)[O-])c(=NCc3cccnc3)n2O)cc1	1	48	5	0.9	-3	1	-9	2.7	0.8	0.9
Cc1cc(C)c2nc(-c3ccccn3)cc(C(=O)Nn3cnnc3)c2c1	1	12	0	1.3	16	0.8	3	1.2	1.1	1.1
COc1ccc(N=CC2=C(O)c3ccccc3C2=O)cc1	1	137*	0	0.9	92*	0.1	-2	1.4	0.9	0.9
O=C(NCCN1CCN(Cc2ccc([N+](=O)[O-])cc2)CC1)C(=O)Nc1ccccc1	1	6	0	0.9	-7	1.1	2	1.3	0.8	0.9
CC1CCCCN1S(=O)(=O)c1ccccc1[N+](=O)[O-] (stereo not given)	1	18	-3	1	-6	1.1	-21	0.96	0.9	1
CCOc1cc2[nH]c(=O)n(Cc3ccc(C(=O)NCCOC)cc3)c(=O)c2cc1OCC	1	4	1	1	-2	1	-9	0.88	0.6	0.9
COc1cc(C2Nc3ccccc3C(=O)N2c2ccc3c(c2)OCCO3)ccc1OCC(C)C (stereo not given)	1.1	107	-5	0.7	10	0.9	-8	1.1	1	0.7
O=C(c1ccc2nc[nH]c2c1)N1CCc2ccccc2C1	0.9	6	9	1	2	1	-34	1.2	0.8	1
COCCCn1cn[nH]c1=S	1	-6	-4	1	-6	1.1	-12	1.1	1	1
COc1ccccc1CNC(=O)N/C=C/c1ccc(Cl)cc1	1.1	-18	-8	1.4	-5	1.1	-28	1	1	1.3
CC1=C(OC(=O)c2ccc(Br)cc2)C(C)(C)C(c2ccccc2)OC1=O (stereo not given)	1	-7	-3	1	-5	1	-11	0.92	0.8	1
COc1cccc2cc(C(=O)N(C)C3CCN(C)CC3)c(=O)oc12	1	-2	-1	1.1	-5	1	-8	1.2	0.9	1
COc1cccc(NC(=O)CN(c2ccc3c(c2)OCO3)S(C)(=O)=O)c1	1.1	3	-7	1	-2	1	-9	1.4	1.2	1
COc1ccc(N2C(=O)CCC(C(=O)Nc3cccc(C)n3)C2c2ccc(OC)c(OC)c2)cc1 (stereo not given)	1	4	0	0.8	-2	1	-4	0.92	1.1	0.9
CCc1cccc(CC)c1NC(=S)NCCc1c(C)[nH]c2ccc(C)cc12	1	3	-4	0.8	-4	1	-6	0.77	0.9	0.8
Cc1ccc(CNC(=O)CN(c2cccc([N+](=O)[O-])c2)S(C)(=O)=O)cc1	1.1	18	-6	0.9	-3	1	-10	1	1.1	0.9
CCn1nc(C(=O)Nc2cccc3ccccc23)c(Cl)c1Cl	1	-4	-3	0.9	2	1	-6	0.89	0.7	0.7
CC(=O)Nc1sc(C)c(C)c1C(=O)Nc1ccc(C)cc1	1	4	-1	0.9	-3	1	-8	0.94	1	0.9
Cc1nn(-c2cc(N3CCCCC3)ccc2[N+](=O)[O-])c(=O)c2ccccc12	0.8	-19	16	1	-1	1	11	1	1.2	1
Cc1cc(/C=C2\SC(=S)NC2=O)c(C)[nH]1	0.8	8	20	1.1	15	0.8	12	1.5	0.9	0.9
COc1cccc(N=CC2=C(O)CC(C)(C)CC2=O)c1	1	-19	3	1.2	5	0.9	1	1.2	1	1.2
COc1ccccc1CC(Cc1nc2ccccc2[nH]1)c1nc2ccccc2[nH]1 (stereo not given)	1.1	-19	-11	0.9	-10	1.1	-175	0.83	3.6*	1
CCCCN(C)S(=O)(=O)c1cc(Br)cc2c1N(C(=O)C1CC1)CC2	1	15	-3	0.8	-4	1	-7	0.89	0.9	0.9
COc1cccc(C2C(=O)N(C3CCCCC3)CC(=O)N2Cc2ccc(F)cc2)c1 (stereo not given)	1	13	0	1	-4	1	23	0.7	1	1
N#Cc1c(N)c(C(=O)c2ccc(Br)cc2)n2c1CCC2	1.1	6	-6	1	-8	1.1	0	1.2	0.9	1
O=C(O)C1=C(C(=O)Nc2ccc(F)c(Cl)c2)CCCC1	1	-6	-2	0.9	-2	1	-5	1.2	1.1	0.9
O=C(OCC#CCSc1nnc(-c2ccc(Br)cc2)o1)c1ccco1	1	4	0	0.8	-2	1	-7	1.4	0.8	0.9
CCOc1ccc2nc(/N=C/c3c(C)[nH]n(-c4ccccc4)c3=O)sc2c1	1	.	1	1.3	43	0.6	-44	1.6	1	1.2

Looked up by structure from the list above (three):
mol	TNAP act hi DEA	APP 5'UTR act	TNAP inh hi DEA	PMI act	FLuc inh counter	FLuc act counter	TNAP inh noacc	NF-kB expr up	bIAP activator	PMI act satM6P
O=C(O)C1=C(C(=O)Nc2ccc(F)c(Cl)c2)CCCC1	1	-6	-2	0.9	-2	1	-5	1.2	1.1	0.9
CCOc1ccc2nc(/N=C/c3c(C)[nH]n(-c4ccccc4)c3=O)sc2c1	1	.	1	1.3	43	0.6	-44	1.6	1	1.2
COc1ccccc1CC(Cc1nc2ccccc2[nH]1)c1nc2ccccc2[nH]1 (stereo not given)	1.1	-19	-11	0.9	-10	1.1	-175	0.83	3.6*	1

(cont.)
mol	TNAP act hi DEA	APP 5'UTR act	TNAP inh hi DEA	PMI act	FLuc inh counter	FLuc act counter	TNAP inh noacc	NF-kB expr up	bIAP activator	PMI act satM6P
CC(C)n1nnnc1SCC(=O)N1CCOCC1	1.1	-13	-7	1.2	-8	1.1	-14	1.5	0.9	1.1
COc1ccc(C2C3=C(CC(c4ccco4)CC3=O)Nc3ccccc3N2C(C)=O)cc1 (stereo not given)	1.1	0	-6	1.1	-7	1.1	-18	0.97	1	1
CC1CCc2onc(C(=O)O)c2C1 (stereo not given)	1.1	-19	-7	1.1	-7	1.1	-8	1.2	1	1.1
Cc1cc(C)n(-c2nc(-n3nc(C)cc3C)c3c4c(sc3n2)COC(C)(C)C4)n1	1	5	-4	0.9	8	0.9	-3	0.88	1	0.9
c1ccc(-c2nc3ccccc3nc2-c2ccccn2)nc1	1.1	-12	-7	0.8	-3	1	-7	1.1	0.9	1
CCN(CC)C(=O)C(C(=O)c1cccc([N+](=O)[O-])c1)n1cc(Cl)ccc1=O (stereo not given)	1	-18	0	1	-7	1.1	-2	1	1	1
O=C(NCc1cccnc1)C1CCCN(Cc2cnn(-c3ccccc3)c2-n2cccc2)C1 (stereo not given)	1.1	-26	-8	1.1	-5	1	-20	1	1	1.1
COC1(OC)N=C(N)C2(C#N)C(c3ccc4c(c3)OCO4)C12C#N (stereo not given)	1	2	-3	0.9	-6	1.1	-9	1.2	0.9	1
Brc1ccc(-c2nc(-c3ccncc3)no2)o1	1	25	-2	1	6	0.9	-12	2.1	0.9	0.9
O=C(NCc1ccco1)C1CCCN(S(=O)(=O)c2ccc(Cl)cc2)C1 (stereo not given)	1	.	0	0.9	0	1	-9	0.96	0.9	0.9
COc1ccc(N2CCN(Cc3cc(OC)c(O)c([N+](=O)[O-])c3)CC2)cc1	0.9	2	11	1.1	-4	1	1	0.84	0.9	0.9
CN(C)S(=O)(=O)c1ccc(C(=O)NCc2cccs2)cc1	1	-5	-3	0.9	-3	1	-9	1.5	0.9	1
C=CCn1cc(/C=N/N2C(=O)C3C4C=CC(C4)C3C2=O)c2ccccc21 (stereo not given)	1.1	11	-6	1	4	1	-3	1.2	1.1	1
CN(C)S(=O)(=O)c1cccc(NC(=O)COC(=O)/C=C/c2ccc([N+](=O)[O-])cc2)c1	1	4	-3	0.9	-4	1	2	1.1	1.3	0.9
CCOc1ccc(C(=O)N2CCN(c3ccccc3)CC2)cc1	1.1	-4	-9	1	-3	1	-11	1.6	0.9	1.1
O=C(CNc1cc(S(=O)(=O)N2CCOCC2)ccc1N1CCCC1)N1CCc2ccccc21	1	19	2	1	1	1	1	1.6	1.3	0.9
O=C(O)c1ccc(CSCc2c(F)cccc2Cl)o1	1	18	-4	1.1	-3	1	-12	1.1	1	1.1
